Bioassay records (PubChem BioAssay)
Anthrax LF inh2 = blocks Bacillus anthracis lethal factor protease. P15917. 360,000 compounds, 0.12% hits. multiplex microsphere protease cleavage assay, LF. inhibition, % at 10 µM; note: plate controls were buffer without enzyme for full effect and enzyme alone for no effect
FadD28 binding = inhibitors of Mycobacterium tuberculosis FadD28 bisubstrate binding. FadD28 bisubstrate probe binding, fluorescence polarization. inhibition, % at 12.5 µM. 360,000 compounds, 0.22% hits. AID 588549; in the data active = inhibition above about 8.5%, passing the limit was not always enough; inconclusive = no clear call, values can overlap the other calls
PrPC TRFRET = inhibitors of human cell surface prion protein PrPC; TR-FRET read-out; inhibition, % at 13.8 µM; 370,000 compounds, 0.43% hits; AID 720596; in the data active = inhibition above about 24%; note: 0% = median of the test wells and 100% = reference compound wells
PfHsp40 yeast = restores yeast growth despite PfHsp40 toxicity. 340,000 compounds, 0.68% hits. S. cerevisiae expressing PfHsp40, growth rescue, ATP luminescence. growth rescue, % at 12.5 µM; in the data active = growth rescue above about 28%, passing the limit was not always enough; inconclusive = no clear call, values can overlap the other calls;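 note: yeast W303a lacking pdr1 and pdr3 grown in galactose medium; growth measured after three days at 30 °C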
BoNT-A LC inh2 = BoNT A light chain protease inhibition; multiplex microsphere protease substrate cleavage, flow cytometry; inhibition, % at 10 µM; 360,000 compounds, 0.17% hits; AID 588499; note: plate controls were buffer without enzyme for full effect and enzyme alone for no effect
BoNT F protease = inhibitors of Botulinum neurotoxin F light chain protease; Multiplex microsphere protease cleavage assay, flow cytometry; inhibition, % at 10 µM; 360,000 compounds, 0.22% hits; in the data active = inhibition above about 35%, passing the limit was not always enough; inconclusive = no clear call, values can overlap the other calls; note: plate controls were buffer without enzyme for full effect and enzyme alone for no effect
Y pestis TopoI = Y. pestis Topo-I inhibition via cleavage products | Y. pestis Topo-I cleavage product accumulation, plate reader | AID 504884 | 360,000 compounds, 0.064% hits | activity, % at 10 µM; in the data active = activity above about 50%, passing the limit was not always enough; inconclusive = no clear call, values can overlap the other calls; note: inactives centre near 2
TcdB inh = inhibitors of Clostridioides difficile toxin B glycohydrolase | TcdB glycohydrolase enzymatic assay, plate reader | 350,000 compounds, 0.24% hits | inhibition, % at 9.99 µM; in the data active = inhibition above about 10%
CCHF vOTU inh = CCHFV vOTU protease inhibition; Pep-AMC fluorescence; inhibition, % at 11.5 µM; 370,000 compounds, 0.55% hits; in the data active = inhibition above about 30%; note: 0% = vehicle wells with enzyme and 100% = no enzyme wells
The depositor's hits bear a star; ? = inconclusive; / = no result given. Cut-off read from the data, not from the text of the source, unless noted: active = inhibition above about 30%; inconclusive = no clear call, values can overlap the other calls; inactive = below that. Not a hit list; 2.3% or so of the library scored in one or more.

1. Cc1ccc(OCc2nnc(SCC(=O)c3ccccc3)n2-c2ccccc2)cc1
2. N#C/C(=C\c1cn(CC(=O)N2CCCC2)c2ccccc12)C(=O)NCc1ccc2c(c1)OCO2
3. O=C(NCc1ccc2c(c1)OCO2)C1CC(c2cccc(Br)c2)=NO1 (stereo not given)
4. CC(=O)NCc1ccc(S(=O)(=O)N2CCN(S(=O)(=O)c3ccc4ccccc4c3)CC2)cc1
5. COc1cc(C(N)=O)cc(Br)c1OC
6. COc1cc(NC(=O)c2c(F)cccc2F)nc(OC)n1
7. N#Cc1ccc(Nc2nc(-c3ccccc3)cs2)cc1
8. N=c1sccn1CC(=O)Nc1ccc(S(=O)(=O)N2CCOCC2)cc1
9. COc1ccc(CCNC(=O)CN(C)S(=O)(=O)c2cccc3nsnc23)cc1OC
10. CN(CC(=O)Nc1ccc(F)c(F)c1F)C(=O)C1CCC1

assay / entry | 1 | 2 | 3 | 4 | 5 | 6 | 7 | 8 | 9 | 10
Anthrax LF inh2 | -27 | 0 | -1 | -4 | 1 | 0 | 2 | / | 1 | 1
FadD28 binding | -1.1 | -1.2 | 0.4 | -3.0 | -0.3 | -6.2 | -5.0 | -1.8 | -1.0 | -1.2
PrPC TRFRET | 7 | 4 | -4 | -2 | -8 | / | 6 | 11 | -30 | -2
PfHsp40 yeast | 1.3 | 0.7 | 5.6 | -0.5 | -0.4 | 0.0 | / | 0.6 | -0.2 | 0.8
BoNT-A LC inh2 | -5.3 | -0.8 | -0.9 | -6.1 | 0.1 | -0.1 | -0.7 | / | -0.1 | 0.4
BoNT F protease | -7 | -2 | 4 | -5 | 4 | 6 | -5 | / | -21 | ?
Y pestis TopoI | 15 | 5 | 3 | 0 | 2 | 2 | / | -13 | -6 | -1
TcdB inh | / | / | / | 3.8 | / | 0.8 | 0.4 | / | / | 0.6
CCHF vOTU inh | 4 | 3 | 7 | 2 | 1 | / | 13 | 7 | -6 | -11

11. CC(=O)Nc1ccc(N(C(=O)c2ccco2)C(C(=O)NC2CCCC2)c2cccs2)cc1 (stereo not given)
12. CC1=CC(C)(C)Nc2ccc(OC(=O)c3cccnc3)cc21
13. C#CCOCCOCCOCCNc1nc(N2CCOCC2)nc(N2CCN(C(=O)CCCCCCCCCCNC(=O)Cn3cc(CCCCCN)nn3)CC2)n1
14. CCN(CC(=O)NCc1cccs1)S(=O)(=O)c1ccc(C(C)C)cc1
15. O=C(COc1ccc(Cl)cc1Cl)NCCSc1ccc(Cl)cc1
16. Cc1noc(C)c1CSc1nnc2scc(-c3ccc(Cl)cc3)n12
17. Nc1nc(Nc2cccc(Cl)c2)nc(NCCO)c1[N+](=O)[O-]
18. O=C(Oc1cccnc1)c1ccc([N+](=O)[O-])cc1Cl
19. COc1cc(C)c(/C=C(\C#N)C(=O)Nc2cccc(C)c2)cc1C(C)C
20. COc1ccc2nc(-c3ccccc3)cc(C(=O)N3CCC3)c2c1

assay / entry | 11 | 12 | 13 | 14 | 15 | 16 | 17 | 18 | 19 | 20
Anthrax LF inh2 | -5 | -7 | -6 | -3 | 0 | -2 | 2 | 0 | 0 | -17
FadD28 binding | -1.1 | -1.3 | -2.5 | -3.2 | -0.3 | -4.1 | -2.0 | 0.4 | -1.3 | -5.5
PrPC TRFRET | -1 | -12 | -3 | 1 | 0 | -2 | -15 | -2 | -2 | -3
PfHsp40 yeast | 0.9 | -0.2 | -1.4 | 0.4 | 0.2 | -0.3 | 1.3 | -1.3 | -1.1 | 0.1
BoNT-A LC inh2 | -0.4 | 0.5 | 0.0 | 0.2 | 0.6 | 0.2 | 3.3 | -0.6 | -0.7 | 1.6
BoNT F protease | -1 | -3 | -2 | 3 | 0 | 4 | -1 | -2 | -6 | -47
Y pestis TopoI | 8 | -2 | 23 | -2 | 29 | 15 | -13 | 2 | 5 | 0
TcdB inh | 13* | / | -1.5 | / | / | / | 1.3 | -0.5 | 3.0 | 0.3
CCHF vOTU inh | 13 | -19 | 1 | 2 | 12 | -1 | 15 | 5 | 1 | -233

Continued, starting with the last four of the part before.
17. Nc1nc(Nc2cccc(Cl)c2)nc(NCCO)c1[N+](=O)[O-]
18. O=C(Oc1cccnc1)c1ccc([N+](=O)[O-])cc1Cl
19. COc1cc(C)c(/C=C(\C#N)C(=O)Nc2cccc(C)c2)cc1C(C)C
20. COc1ccc2nc(-c3ccccc3)cc(C(=O)N3CCC3)c2c1
21. COC(=O)C1=CN(c2ccc(OC)cc2)C=C(C(=O)OC)C1c1cccc(F)c1
22. CCC(C)(C)NC(=O)C(c1ccc(C)cc1)N(Cc1cccs1)C(=O)c1ccc2c(c1)OCCO2 (stereo not given)
23. COc1ccc2c(c1OC)C(=O)N1c3ccccc3SC21 (stereo not given)
24. CCOc1ccc(-c2nn(-c3ccccc3)cc2/C=C2\SC(=S)N(Cc3ccco3)C2=O)cc1
25. C/C(=N\NC(N)=S)c1ccc(Cl)s1
26. COCC(=O)N1CCC(Oc2ccc(C(=O)NCc3cc(C)no3)cc2)CC1
27. Cn1c(Cn2c(=O)sc3ccccc32)nnc1SCC(=O)Nc1ccccc1
28. O=C(O)C1(c2ccccc2)CCN(S(=O)(=O)c2ccc(Br)cc2)CC1
29. CCCN(CC(=O)Nc1ccc(F)c(F)c1F)C(=O)CCc1nc2ccccc2c(=O)[nH]1
30. C=CCSc1n[nH]c(-c2ccc(OCCCC)cc2)n1

assay / entry | 17 | 18 | 19 | 20 | 21 | 22 | 23 | 24 | 25 | 26 | 27 | 28 | 29 | 30
Anthrax LF inh2 | 2 | 0 | 0 | -17 | -1 | -3 | -4 | 14 | 1 | 0 | -2 | -2 | 1 | -2
FadD28 binding | -2.0 | 0.4 | -1.3 | -5.5 | -3.0 | 0.4 | -2.1 | -2.4 | -2.2 | 0.6 | -2.1 | 2.1 | -2.1 | -3.1
PrPC TRFRET | -15 | -2 | -2 | -3 | -4 | 4 | 1 | 0 | -2 | 2 | 7 | 7 | 3 | 12
PfHsp40 yeast | 1.3 | -1.3 | -1.1 | 0.1 | -0.8 | 5.0 | 1.2 | -0.1 | 0.6 | 0.4 | -0.6 | -0.2 | 3.6 | 0.3
BoNT-A LC inh2 | 3.3 | -0.6 | -0.7 | 1.6 | -0.7 | -2.1 | -0.9 | 37* | -0.3 | -1.2 | -0.4 | -0.3 | -3.4 | -2.1
BoNT F protease | -1 | -2 | -6 | -47 | ? | -13 | -4 | 6 | 2 | -10 | -8 | 0 | ? | -4
Y pestis TopoI | -13 | 2 | 5 | 0 | 7 | -5 | -8 | 3 | -8 | 1 | -5 | 4 | 2 | 0
TcdB inh | 1.3 | -0.5 | 3.0 | 0.3 | 1.1 | / | / | 1.4 | 1.5 | -0.8 | 1.7 | -1.2 | 1.1 | 2.2
CCHF vOTU inh | 15 | 5 | 1 | -233 | -8 | 11 | -10 | 5 | 9 | -9 | -8 | -10 | 7 | -3

31. COc1ccc(C(C)=O)cc1Cc1c(O)[nH]c(=S)[nH]c1=O
32. COc1cc(S(=O)(=O)N2CCOCC2)ccc1NC(=O)COC(=O)/C=C/c1cc(OC)c(OC)c(OC)c1
33. CCCC[C@@H]1C=C(C(=O)O)[C@H](c2ccc(C#N)cc2)N1S(=O)(=O)c1ccc(C)cc1
34. CCOc1ccc(C(=O)C(CCC(CN(C)C)C(=O)c2ccc(OCC)cc2)CN(C)C)cc1 (stereo not given)
35. CCOC(=O)Nc1ccc2c(c1)nc(CN1CCN(C(C)=O)CC1)n2C
36. CCOC(=O)[C@]12CCCC=C1N(Cc1ccc(Cl)cc1Cl)C(=O)[C@H](CC(=O)NCCC(C)C)C2
37. CC(C)c1ccc(NC(=O)C2CCCN2S(=O)(=O)c2ccccc2F)cc1 (stereo not given)
38. COc1ccc(/C(N)=N/OC(=O)c2cccs2)cc1OC
39. Cn1cc([C@@H]2C[C@H]3CN(C4CCCC4)C(=O)[C@]34CCCN24)c(-c2ccccc2)n1
40. Cc1cc(=O)[nH]c(N/N=C/c2cc(C)n(CC(F)(F)F)c2C)n1

assay / entry | 31 | 32 | 33 | 34 | 35 | 36 | 37 | 38 | 39 | 40
Anthrax LF inh2 | -13 | -8 | -4 | 0 | -1 | -12 | -7 | -3 | -2 | -10
FadD28 binding | -4.6 | 0.1 | 0.0 | -0.3 | 0.2 | / | -1.0 | -4.0 | -1.5 | 0.5
PrPC TRFRET | 5 | 2 | 7 | 11 | -8 | -5 | 0 | 5 | 2 | 1
PfHsp40 yeast | -0.3 | -0.6 | 1.1 | -0.6 | -1.5 | / | 2.5 | -0.1 | 0.6 | -1.2
BoNT-A LC inh2 | 1.6 | -0.1 | 0.2 | 0.0 | ? | -0.1 | 0.2 | -0.4 | 0.3 | 0.2
BoNT F protease | 1 | -1 | 0 | -5 | -4 | -5 | -3 | 1 | -2 | -6
Y pestis TopoI | 0 | 13 | 3 | -5 | 2 | / | 21 | 3 | 7 | 6
TcdB inh | 1.6 | 0.1 | -8.1 | / | / | -0.1 | 1.5 | 2.5 | 0.0 | 0.0
CCHF vOTU inh | 8 | -3 | 17 | -5 | 5 | 20 | 12 | 8 | -5 | 5

2 compounds from above, showing only Y pestis TopoI, CCHF vOTU inh and BoNT F protease.
item	smiles	Y pestis TopoI	CCHF vOTU inh	BoNT F protease
37	CC(C)c1ccc(NC(=O)C2CCCN2S(=O)(=O)c2ccccc2F)cc1 (stereo not given)	21	12	-3
38	COc1ccc(/C(N)=N/OC(=O)c2cccs2)cc1OC	3	8	1

(cont.)
41. Cc1ccc(N2CCN(C(=O)Nc3cccc([N+](=O)[O-])c3)CC2C)cc1 (stereo not given)
42. O=C1COc2ccc(-c3csc(NCCc4ccccc4)n3)cc2N1
43. CCOC(=O)C1(C(F)(F)F)N=C(c2ccccc2F)OC(N(C)C)=N1 (stereo not given)
44. CCN1C(=NCCOC)N[C@@H](c2cccc(F)c2)C(C(=O)OC)=C1C
45. Cc1cc(N)n2ncc(-c3cccc(Br)c3)c2n1
46. O=C(O)C1=C(C(=O)Nc2ccc(F)c(Cl)c2)CCCC1
47. O=C(CNC(=O)c1cccs1)c1ccc(Br)cc1
48. O=C(NCC1CCN(c2ccc(S(=O)(=O)N3CCOCC3)cc2)CC1)Nc1ccccc1F
49. Cc1cc2c(SCC(=O)NC3CCCCC3)ncnc2s1
50. CC(=NOC(=O)c1ccc(Cl)cc1)c1nccs1
51. O=C(O)c1ccccc1NS(=O)(=O)c1ccc2ccccc2c1
52. Oc1[nH]c2ccccc2c1N=Nc1nncc2ccccc12
53. O=C(Nc1ccc(S(=O)(=O)NC2=NCCCCC2)cc1)c1ccc([N+](=O)[O-])s1

assay / entry | 41 | 42 | 43 | 44 | 45 | 46 | 47 | 48 | 49 | 50 | 51 | 52 | 53
Anthrax LF inh2 | 1 | -3 | 22 | 1 | 3 | 3 | -11 | -4 | -5 | -2 | 7 | 1 | -5
FadD28 binding | -1.7 | 0.6 | -0.6 | -1.7 | 1.3 | -0.3 | -4.1 | -2.3 | -2.0 | -3.8 | -3.8 | -1.4 | -1.4
PrPC TRFRET | -2 | 8 | 3 | / | 9 | 1 | 9 | 3 | 0 | 6 | 3 | 4 | -22
PfHsp40 yeast | -0.9 | -0.8 | -0.5 | -0.3 | 8.0 | 0.7 | -0.4 | -1.0 | 0.2 | / | -0.2 | 1.9 | 1.4
BoNT-A LC inh2 | -1.4 | -0.7 | -3.1 | -0.4 | 0.1 | -2.1 | 0.9 | -2.2 | 1.1 | -0.6 | 1.5 | 0.0 | -0.4
BoNT F protease | 0 | -10 | ? | -4 | 2 | -23 | 16 | -2 | 1 | 1 | 22 | 1 | -11
Y pestis TopoI | -1 | 12 | -1 | -14 | -2 | -2 | 10 | 9 | -4 | -2 | 1 | -2 | -7
TcdB inh | 6.6 | 1.9 | 5.2 | / | / | / | 0.3 | 0.3 | -0.6 | 2.7 | 0.7 | 1.4 | -0.3
CCHF vOTU inh | 3 | 9 | -7 | / | 11 | -1 | -8 | -7 | 0 | 16 | 18 | 17 | 17
